Jurkat tox 60K = reduces viability or proliferation of Jurkat cells. Jurkat E6.1 viability, ATP luminescence, 48 h. inhibition, % at 4 µM. 1.2% of 56,000 active. AID 463;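 active = inhibition above the mean inhibition of all tested compounds plus 3 SD, cut at about 28% in these data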
TNAP act mid DEA = human TNAP activation, intermediate phosphate acceptor. 64,000 tested, under 10 active. purified TNAP, CDP-star luminescence, 100 mM DEA, 30 min; stronger effect = higher value; scale: 0 levamisole-inhibited, 1 vehicle-only enzyme. activation factor at 20 µM;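 active = activation factor of at least 2 at 20 µM, relative to controls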
D1 allo mod = allosterically modulates the human D1 dopamine receptor; HEK293 D1, CRE-luciferase, dopamine EC30 potentiation; actives deviate in either direction; B-score at 10 µM; AID 641; 5.9% of 58,000 active; P21728;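 active = luminescence count or its row- and column-corrected plate score outside the 99.7% band of the plate's sample wells, on either side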
Target sequence (P21728 whole entry, looked up): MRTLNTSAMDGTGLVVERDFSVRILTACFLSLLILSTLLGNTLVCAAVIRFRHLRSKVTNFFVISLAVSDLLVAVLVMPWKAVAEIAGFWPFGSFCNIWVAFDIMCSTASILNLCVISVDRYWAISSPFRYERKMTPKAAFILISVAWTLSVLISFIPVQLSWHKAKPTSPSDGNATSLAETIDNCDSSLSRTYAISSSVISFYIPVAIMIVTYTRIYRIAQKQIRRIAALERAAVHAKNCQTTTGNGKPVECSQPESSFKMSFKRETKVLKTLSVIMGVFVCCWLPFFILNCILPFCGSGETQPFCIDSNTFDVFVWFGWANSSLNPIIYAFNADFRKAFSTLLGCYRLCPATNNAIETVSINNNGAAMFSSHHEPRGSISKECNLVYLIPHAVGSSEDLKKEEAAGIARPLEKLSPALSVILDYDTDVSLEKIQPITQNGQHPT
HEK293 NFkB inh = lowers PMA/ionomycin-induced NF-kB signal in HEK293 cells | HEK-293 NF-kB luciferase reporter, luminescence | inhibition, % at 3 µM | 0.21% of 62,000 active;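 active = inhibition above the mean of all tested compounds plus 3 SD, cut at about 40% in these data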;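 note: 0% = stimulated DMSO wells and 100% = 10 µM reference inhibitor 5653914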
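Signal: luciferase luminescence; Material: HEK-293 cells with stable firefly luciferase reporter driven by four HIV NF-kB elements; Probe or stimulus: PMA with ionomycin; Replication: tested once; Times: 1 h compound pretreatment, then 16 h stimulation at 37 °C, 5% CO2; Benchmarks: DMSO and 10 µM reference inhibitor; Evaluation: per-plate % inhibition versus controls.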
Ec RNAP inh = Escherichia coli RNA polymerase inhibition; 0.2% of 62,000 active; AID 559; E. coli RNA polymerase, fluorescence transcription assay; P0A8V2; inhibition, %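 (tested at 10 µM)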; in the data active = inhibition above about 20%;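 note: 0% = enzyme without compound and 100% = no enzyme blank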
M1 antagonist = M1 muscarinic receptor (rat) antagonism; AID 628; 3.4% of 64,000 active; B-score at 10 µM; CHO-M1 cells, Fluo-4 calcium, ACh EC80 antagonist mode; stronger effect = lower value;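 active = calcium fluorescence response, raw or row-and-column corrected B-score, differing from the plate sample mean either way at a set confidence level, mostly lower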
S1P1 ag pot = S1P1 (human) agonism or agonism potentiation. activation, % at 9.5 µM. P21453. S1P1 CRE-bla cells, forskolin, beta-lactamase FRET, potentiator mode; S1P1 agonist co-added at EC20, 2 nM; 100% = saturating reference agonist, 0% = basal. 0.57% of 56,000 active;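 active = activation above a cutoff set at the mean activation of all tested compounds plus 3 SD, cut at about 54% in these data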;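 note: forskolin at 4 µM as EC80 and the EC20 agonist is SEW2871; 100% = SEW2871 at its EC100 plus forskolin at EC80; some compounds past the cut are filed as inactive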
M1 ag = agonists of M1 muscarinic receptor | B-score at 10 µM | CHO-M1 cells, Fluo-4 calcium fluorescence, agonist mode; stronger effect = higher value | 3% of 64,000 active;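 active = fluorescence rise, raw or as B-score row- and column-corrected plate score, outside the 99.7% band of its plate's samples, either direction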
S1P3 ag = activates the human S1P3 receptor | 0.1% of 60,000 active | S1P3 NFAT-BLA reporter cells, agonism, FRET ratio; relative to 1 µM S1P, basal subtracted | activation, % at 4.5 µM;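 active = activation above the screen-wide mean plus 3 SD, cut at about 4.5% in these data, passing the limit was not always enough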; note: some compounds called inactive have numbers as strong as hits
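Material: Human S1P3 NFAT-BLA reporter CHO cells | Incubation: Overnight plating, 4 h compound 37 °C, 2 h substrate RT | Signal: FRET β-lactamase substrate fluorescence, excitation 405 nm, 460/535 nm emission ratio, background-subtracted | Compound: 4.5 µM final, single dose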
The depositor's hits bear a star; . = not tested or not shown.

SMILES	Jurkat tox 60K	TNAP act mid DEA	D1 allo mod	HEK293 NFkB inh	Ec RNAP inh	M1 antagonist	S1P1 ag pot	M1 ag	S1P3 ag
Cc1ccc(C)c(-n2nnnc2SCC(=O)NCCC2=CCCCC2)c1	2	0.9	.	18	4	-0.26	4	0.095	-0.6
Cc1nnc(N2CCOCC2)c2ccccc12	.	0.9	.	.	12	0.69	-4	-0.21	0.4
O=C(CCN1CCN(CC(=O)Nc2ccccc2Cl)CC1)Nc1ccccc1F	-6	0.9	-0.091	3	7	-0.65	-12	0.69	-0.4
CS(=O)(=O)NCCCc1ccccc1	-6	1	-1.1	7	5	-0.4	-31	-0.18	-0.1
CCOc1ccccc1N(C)C(=O)C1CCN(S(=O)(=O)c2cccc3nonc23)CC1	.	0.9	0.68	11	1	0.018	.	-0.097	.
CCOC(=O)CC(=O)Nc1c(C)cc(C)cc1C	-2	0.8	.	3	-10	-0.012	-24	-0.36	-0.8
CCc1ccc(NC(=O)CSc2nnc(-c3cnccn3)n2Cc2ccco2)cc1	2	0.9	-3.2	8	-5	0.4	7	0.12	-2.0
CCNc1nc(N)nc(Oc2ccc(OCCOc3ccc(Cl)cc3Cl)nn2)n1	3	0.9	2.6	22	5	1.3	-32	-0.39	0.6
O=C(Nn1cnc2ccccc2c1=O)C1CCCCC1	5	1	-0.31	1	-1	0.05	-20	1.1	-0.8
COc1ccc(-c2noc(CN(C)S(=O)(=O)c3ccc(Cl)cc3)n2)cc1OC	7	1	0.16	3	9	0.36	.	1.2	-0.8
CCCCC(=O)Nc1nc2ccc3nc(C)sc3c2s1	3	0.9	0.23	11	7	-0.19	-5	0.073	-0.5
Cc1c2c(n3c(nc4ccccc43)c1C#N)N(Cc1ccccn1)CC2	0	.	-0.15	6	.	-0.2	-4	-0.031	-0.6
c1ccc(C(Cc2nc(-c3ccccn3)no2)c2ccccc2)cc1	-2	1	-1.3	-9	11	-0.79	14	0.66	11*
Cc1cc(NC(=O)COC(=O)c2n[nH]c3ccccc23)no1	-5	0.5	-1.2	9	8	-0.12	-20	0.0091	-0.6
O=C(Nc1nnc(-c2ccc3c(c2)OCCO3)o1)c1ccc(Cc2ccccc2)cc1	-21	0.9	-0.1	15	11	-0.0046	-24	-1.3	0.1
CCCc1cc(C(=O)Nc2ccccc2C(=O)OC)no1	-6	0.9	0.6	1	-12	-0.047	3	-0.072	0.6
Cc1ccc(-c2cc(=O)[nH][nH]2)c(C)c1	-3	1.1	-5.2	15	9	.	4	.	-1.0
Cc1ccc(NC(=O)CN(C)S(=O)(=O)c2cccc3nsnc23)cc1C	5	0.9	-0.78	10	-2	-3.1*	1	-0.29	-0.9
CC(C)C(NS(=O)(=O)c1ccc(Br)s1)C(=O)O (configuration not stated)	-4	1	-0.33	-12	4	0.41	-19	-0.32	1.2
Cc1ccc2c(c1)N(CC(=O)NC1CCCCC1C)C(=O)CO2 (configuration not stated)	-4	1	-0.2	9	-1	-0.49	-29	-1.3	-0.2
COc1ccc(N2CCN(CC(=O)Nc3cc(C)on3)CC2)cc1	-12	1	0.064	-2	6	0.13	5	-0.055	0.0
CCOC(=O)Cn1nnnc1CN(Cc1ccccc1)Cc1cc2cc(CC)ccc2[nH]c1=O	8	0.9	2	2	1	0.6	4	0.14	-0.5
Cn1c(=O)cc(N2CCc3ccccc32)[nH]c1=O	-6	1	-0.039	13	-4	0.96	10	-0.24	-0.8
COCCN(CCOC)C(=O)c1sc2nc(-c3ccccc3)cn2c1C	1	0.9	0.67	16	0	-1	-7	0.43	-0.3
CC(C)(C)C1CCc2c(sc(NC(=O)c3cc(C4CC4)on3)c2C#N)C1 (configuration not stated)	7	0.8	0.37	16	5	-0.037	0	0.99	-0.8
Cc1[nH]c2ccc(Br)cc2c(=O)c1CN1CCCCC1	0	1	-0.73	6	7	-0.11	20	-0.13	-0.5
O=C(CCCc1nc(-c2ccc(Cl)cc2)no1)Nc1cccnc1	42*	0.9	-1.3	25	6	-2.7*	0	1.4	-0.6
COc1cc(C(c2sc3nc(C)nn3c2O)N2CC(C)OC(C)C2)cc(OC)c1OC (configuration not stated)	-2	1	0.7	18	11	0.15	-6	0.67	-0.6
Cc1ccc2ccc(S(=O)(=O)n3nc(C)cc3C)cc2c1	-4	0.9	0.27	14	6	-2*	0	-1.3	-0.6

Sorted by length of the SMILES (high to low): some entries from above
SMILES	Jurkat tox 60K	TNAP act mid DEA	D1 allo mod	HEK293 NFkB inh	Ec RNAP inh	M1 antagonist	S1P1 ag pot	M1 ag	S1P3 ag
CCOC(=O)Cn1nnnc1CN(Cc1ccccc1)Cc1cc2cc(CC)ccc2[nH]c1=O	8	0.9	2	2	1	0.6	4	0.14	-0.5
CCOc1ccccc1N(C)C(=O)C1CCN(S(=O)(=O)c2cccc3nonc23)CC1	.	0.9	0.68	11	1	0.018	.	-0.097	.
COc1cc(C(c2sc3nc(C)nn3c2O)N2CC(C)OC(C)C2)cc(OC)c1OC (configuration not stated)	-2	1	0.7	18	11	0.15	-6	0.67	-0.6
CC(C)(C)C1CCc2c(sc(NC(=O)c3cc(C4CC4)on3)c2C#N)C1 (configuration not stated)	7	0.8	0.37	16	5	-0.037	0	0.99	-0.8
Cc1ccc(NC(=O)CN(C)S(=O)(=O)c2cccc3nsnc23)cc1C	5	0.9	-0.78	10	-2	-3.1*	1	-0.29	-0.9
O=C(CCN1CCN(CC(=O)Nc2ccccc2Cl)CC1)Nc1ccccc1F	-6	0.9	-0.091	3	7	-0.65	-12	0.69	-0.4
Cc1ccc(C)c(-n2nnnc2SCC(=O)NCCC2=CCCCC2)c1	2	0.9	.	18	4	-0.26	4	0.095	-0.6
Cc1cc(NC(=O)COC(=O)c2n[nH]c3ccccc23)no1	-5	0.5	-1.2	9	8	-0.12	-20	0.0091	-0.6
Cc1ccc2ccc(S(=O)(=O)n3nc(C)cc3C)cc2c1	-4	0.9	0.27	14	6	-2*	0	-1.3	-0.6
Cc1[nH]c2ccc(Br)cc2c(=O)c1CN1CCCCC1	0	1	-0.73	6	7	-0.11	20	-0.13	-0.5
Cn1c(=O)cc(N2CCc3ccccc32)[nH]c1=O	-6	1	-0.039	13	-4	0.96	10	-0.24	-0.8
Cc1ccc(-c2cc(=O)[nH][nH]2)c(C)c1	-3	1.1	-5.2	15	9	.	4	.	-1.0
CCCCC(=O)Nc1nc2ccc3nc(C)sc3c2s1	3	0.9	0.23	11	7	-0.19	-5	0.073	-0.5
O=C(Nn1cnc2ccccc2c1=O)C1CCCCC1	5	1	-0.31	1	-1	0.05	-20	1.1	-0.8
Cc1nnc(N2CCOCC2)c2ccccc12	.	0.9	.	.	12	0.69	-4	-0.21	0.4

Part of the list above in another layout:
structure,Jurkat tox 60K,TNAP act mid DEA,D1 allo mod,HEK293 NFkB inh,Ec RNAP inh,M1 antagonist,S1P1 ag pot,M1 ag,S1P3 ag
CC(C)(C)C1CCc2c(sc(NC(=O)c3cc(C4CC4)on3)c2C#N)C1 (configuration not stated),7,0.8,0.37,16,5,-0.037,0,0.99,-0.8
Cc1[nH]c2ccc(Br)cc2c(=O)c1CN1CCCCC1,0,1,-0.73,6,7,-0.11,20,-0.13,-0.5

High-throughput results (PubChem BioAssay)

Compounds were not picked by outcome, and some 12% of all compounds hit somewhere here.
